Screening data as filed in PubChem BioAssay.
RmlC RmlD mix – mixture blocks RmlC and RmlD coupled enzyme activity; actives 0.39% (n = 110,000); AID 1532; inhibition, % at 5.5 µM; RmlC/RmlD coupled enzyme inhibition, 384-well mixture HTS; in the data active means inhibition above about 30%, passing the limit was not always enough; further: strong numbers were not always called active
HIV RNase H inh – blocks HIV-1 RNase H cleavage of RNA/DNA duplex; actives 1.9% (n = 65,000); AID 565; RT-RNase H RNA/DNA duplex cleavage, fluorescence; inhibition, % at 10 µM; in the data active means inhibition above about 50%
Active calls of the source: *; / = no result given. A portion of the library; the hit share may differ from the screen's.

The line under a structure holds: RmlC RmlD mix, HIV RNase H inh
Cn1cc(C(=O)NCCN2CCN(c3cccc(Cl)c3)CC2)c2c3ccccc3n(C)c2c1=O
 : /, -12
CC(C)c1ccc2c(c1)C1(NN=C(c3ccccc3)S1)C(=O)N2 (centres undefined)
 : -8, /
CCOC(=O)c1ccc(NC(=O)NC(C)C2CCCO2)cc1 (centres undefined)
 : -10, -10
Cn1c(=O)n(C)c2cc([N+](=O)[O-])c(N3CCN(C(=O)c4ccc(Cl)cc4)CC3)cc21
 : 12, /
COc1ccc(S(=O)(=O)N2CCCN(CC(=O)C(C)(C)C)CC2)cc1
 : /, -2
O=S(=O)(c1ccccc1)N1CCN(S(=O)(=O)N2CCCCC2)CC1
 : -9, /
O=C(O)c1ccccc1C(=O)NNc1ccc(Cl)cc1
 : -15, /
COC(=O)c1cc(NC(=O)CN(c2ccc3c(c2)OCO3)S(C)(=O)=O)ccc1Cl
 : 2, 0
CC1CCN(C(=O)c2ccc(COc3ccccc3Cl)o2)CC1
 : -10, -7
COc1ccc(S(=O)(=O)N2CCN(C3CCN(Cc4ccccc4)CC3)CC2)cc1
 : -11, -4
COc1ccc(S(=O)(=O)N2CCCCCC2)cc1C(=O)OCc1c(C)noc1C
 : -9, -22
C1CNCCNCCCNCCNC1
 : /, -4
COC(=O)c1ccc(Nc2cc(C)nc(-c3ccccc3O)n2)cc1
 : /, 9
CCOC(=O)C1CCN(C(=O)CSc2cc(=O)n(CC)c3ccccc23)CC1
 : -1, -20
CC1CCCC(NC(=O)C2CCN(S(=O)(=O)N3CCC4(CC3)OCCO4)CC2)C1C (centres undefined)
 : /, -1
OCc1ccccc1OCCOc1ccc(Cl)c2cccnc12
 : -11, -23
CCc1sc(C(=O)NC)cc1Br
 : -11, -10
Cc1ccc2[nH]c(=O)c(C(c3nnnn3Cc3ccccc3)N3CCc4ccccc43)cc2c1 (centres undefined)
 : 8, /
CCNC(=O)N(C(=O)NCC)n1c(C)nnc1C
 : 5, -7
COC(=O)Cn1nc(-c2ccc(C)c(S(=O)(=O)N(C)C)c2)c2ccccc2c1=O
 : 7, -17
COC(=O)CCC(=O)N1CCOCCOCCN(C(=O)CCC(=O)OC)CCOCCOCC1
 : 7, /
CC(C)C(NC(=O)COc1ccccc1)C(=O)O (centres undefined)
 : 10, /
N#Cc1cc2cc3c(cc2nc1N1CCCCC1)OCCO3
 : -15, -5
c1ccc(N2CCN(c3ccccc3)C2c2cccnc2)cc1
 : 1, /
Cc1cccc(OCC(=O)N2CCN(Cc3ccncc3)CC2)c1
 : -8, /
O=C(CSc1ccc2c(c1)OCCO2)Nc1ncc(Cl)cc1Cl
 : -5, /
Cc1ccc(C(=O)Nc2ccc3c(c2)nc2n3CCSC2)cc1
 : -14, 4
CSc1nc(-c2ccc(Cl)cc2)nn1C(=O)c1ccco1
 : 4, /
c1ccc(-c2nc(NCc3cccnc3)c3oc4ccccc4c3n2)cc1
 : 33, -9
COc1ccc(-c2oc3ccc(-c4ccc(OC)nc4)cc3c2-c2ccc(OC)cc2)cc1
 : -46, /
CC(C)C(NC(=O)OCc1ccccc1)C(=O)OCC(=O)NCc1ccco1 (centres undefined)
 : -14, 18
Clc1ccc2c(NCc3ccccn3)ncnc2c1
 : 26, /
Cc1nc(SCC(=O)Nc2cc(C)on2)c2c(=O)n(C)c(=O)n(C)c2n1
 : -13, -5
CC(=O)c1c(NCc2ccccc2)nc(=O)n(-c2ccccc2)c1C
 : -3, -13
CCC(Sc1nc2cc3c(cc2c(=O)n1Cc1ccco1)OCO3)C(=O)Nc1ccccc1OC (centres undefined)
 : 6, 6
CCOC(=O)c1cnn(-c2cccc(Cl)c2)c1N
 : 2, -5
CCCc1c(O)nc(SCCN(CCC)CCC)[nH]c1=O
 : -12, -29
CCCCOCCCNC(=O)c1ccc2c(c1)OCO2
 : -12, -5
CCn1c(-c2ccco2)nc2ccccc21
 : -8, -22
O=C1CCNc2cc3ccccc3cc21
 : 2, 18
COc1cccc(C(=O)Cn2c(N3CCOCC3)nc3c2c(=O)n(C)c(=O)n3C)c1
 : -9, -17
O=C1CSC(c2cn(-c3ccccc3)nc2-c2ccc3c(c2)OCCO3)N1CCN1CCOCC1 (centres undefined)
 : 6, 1
Cc1c(C=NCCOCc2ccccc2)cnn1C
 : 2, 2
Cc1nc2ccccn2c1C(=O)NCc1cccnc1
 : 8, -8
CC(=O)Nc1ccc(NS(=O)(=O)c2cccc3ccccc23)cc1
 : 0, /
Cc1nnc(OCc2nc3ccccc3n2C)c2ccccc12
 : -16, -28
Cc1ccccc1-c1nc(-c2ccc(NC(=O)c3ccc(Br)o3)cc2)no1
 : 14, /
Cc1ccc(-c2nnn(CC(=O)NCC3CC3)n2)o1
 : -4, /
N#CCCSc1ncnc2c1oc1ccccc12
 : -15, -9
COc1ccc(C(c2nnnn2CS(=O)(=O)c2ccc(C)cc2)N2CCN(c3ncccn3)CC2)cc1 (centres undefined)
 : 4, /

(list continues)
The line under a structure holds: RmlC RmlD mix, HIV RNase H inh
N=C1C(c2nc3ccccc3[nH]2)=C(O)CN1c1ccc(CC(=O)O)cc1
 : -11, /
COc1cc(-c2nnc(SCC3(c4ccccc4)OCCO3)o2)cc(OC)c1OC
 : 2, /
CCOc1ccccc1-n1c(O)c(C=NCCCN(CC)CC)c(=O)[nH]c1=O
 : 6, 1
CCn1c(SCC(=O)N2c3ccccc3CC2C)nnc1-c1ccco1 (centres undefined)
 : 16, /
CC[n+]1c(/C=C/Nc2ccccc2)sc2ccccc21
 : -11, /
O=C(CCC(=O)OCC(=O)c1ccc(Br)cc1)Nc1ccc(Br)c2cccnc12
 : -16, /
COC(=O)C1=C(N)Oc2cc(C)n(Cc3ccco3)c(=O)c2C1c1cccc(Cl)c1 (centres undefined)
 : 5, 3
CN(C)/C=C1\N=C(c2ccc(Cl)cc2Cl)OC1=O
 : 11, -2
CC(C)C[C@H](NC(=O)Nc1ccc(S(N)(=O)=O)cc1)C(=O)O
 : -7, 0
Cc1oc(C(=O)O)cc1COc1ccc2c3c(c(=O)oc2c1C)CCCC3
 : /, -17

Among those listed so far, these have a halogen.
The line under a structure holds: RmlC RmlD mix, HIV RNase H inh
Cn1cc(C(=O)NCCN2CCN(c3cccc(Cl)c3)CC2)c2c3ccccc3n(C)c2c1=O
 : /, -12
Cn1c(=O)n(C)c2cc([N+](=O)[O-])c(N3CCN(C(=O)c4ccc(Cl)cc4)CC3)cc21
 : 12, /
O=C(O)c1ccccc1C(=O)NNc1ccc(Cl)cc1
 : -15, /
COC(=O)c1cc(NC(=O)CN(c2ccc3c(c2)OCO3)S(C)(=O)=O)ccc1Cl
 : 2, 0
CC1CCN(C(=O)c2ccc(COc3ccccc3Cl)o2)CC1
 : -10, -7
OCc1ccccc1OCCOc1ccc(Cl)c2cccnc12
 : -11, -23
CCc1sc(C(=O)NC)cc1Br
 : -11, -10
O=C(CSc1ccc2c(c1)OCCO2)Nc1ncc(Cl)cc1Cl
 : -5, /
CSc1nc(-c2ccc(Cl)cc2)nn1C(=O)c1ccco1
 : 4, /
Clc1ccc2c(NCc3ccccn3)ncnc2c1
 : 26, /
CCOC(=O)c1cnn(-c2cccc(Cl)c2)c1N
 : 2, -5
Cc1ccccc1-c1nc(-c2ccc(NC(=O)c3ccc(Br)o3)cc2)no1
 : 14, /
O=C(CCC(=O)OCC(=O)c1ccc(Br)cc1)Nc1ccc(Br)c2cccnc12
 : -16, /
COC(=O)C1=C(N)Oc2cc(C)n(Cc3ccco3)c(=O)c2C1c1cccc(Cl)c1 (centres undefined)
 : 5, 3
CN(C)/C=C1\N=C(c2ccc(Cl)cc2Cl)OC1=O
 : 11, -2

Later entries.
The line under a structure holds: RmlC RmlD mix, HIV RNase H inh
CCOC(=O)CC(=O)CSc1nc2c(C)c(C)ccc2cc1C
 : 6, /
Cc1ccc(CNC(=O)CCCn2c(=O)c3ccccc3n(CC(=O)NC3CCCC3)c2=O)cc1
 : 5, 2
CC(C)N(Cc1nc(-c2ccc(Cl)cc2)no1)C(=O)CCCN1C(=O)c2ccccc2C1=O
 : 6, -15
COc1ccc(OC)c(C(C)NC(=O)c2ccco2)c1 (centres undefined)
 : 4, -30
O=C(Nc1ccccc1SCC1CSc2nc3ccccc3c(=O)n21)c1ccccc1 (centres undefined)
 : 5, /
CC(C)NS(=O)(=O)c1ccc(CCC(=O)NCc2ccco2)cc1
 : 158, -8
COc1ccc(CCn2c(NCCCN3CCOCC3)nc3c2c(=O)[nH]c(=O)n3C)cc1
 : -10, 0
O=c1[nH]c2ccc(Cl)cc2c(-c2ccccc2)c1SC(=S)N1CCOCC1
 : 5, /
Cn1c(=O)c2cc(S(=O)(=O)NCCC(=O)NCCc3ccc(Cl)cc3)ccc2n(C)c1=O
 : -13, -4
CC1CC(O)(Cc2ccccc2)C(C)CN1C (centres undefined)
 : -5, /
CCNC(=S)N/N=C/c1ccc(OCCOc2ccccc2C)cc1
 : 8, /
COC(=O)[C@@H](NC(=O)NCc1ccccc1Cl)C(C)C
 : 8, -4
COc1nc(-c2ccccc2)ccc1-c1noc(-c2cccs2)n1
 : -24, -2
COc1ccc(C)cc1S(=O)(=O)N1CCN(Cc2ccccc2)CC1
 : -5, -14
O=C(O)CN=C(NS(=O)(=O)c1ccccc1)c1ccccc1
 : 7, -3
Cc1ccc2c(c1)CC1(CN2C)C(=O)NC(=O)N(CCC2=CCCCC2)C1=O (centres undefined)
 : 3, 23
CCOC(=O)C1CCN(CC(=O)N2C(C)CCCC2C)CC1 (centres undefined)
 : -7, 6
O=C(CSc1nnc(-c2cccnc2)n1C1CCCCC1)NC1CCCCC1
 : -7, -7
COC(=O)C1CCN(S(=O)(=O)c2cn(C)c(=O)n(C)c2=O)CC1
 : 8, /
O=C(NCC1CCCO1)C1CCN(C(=O)c2ccc(Br)cc2)CC1 (centres undefined)
 : -3, -11
O=C(C1=C[C@@H](c2coc3ccccc3c2=O)C[C@@H](OCCCCO)O1)N1CCN(Cc2ccc3c(c2)OCO3)CC1
 : 10, /
CCCCC(=O)NC(Nc1cc(C)ccn1)(C(=O)OCC)C(F)(F)F (centres undefined)
 : 5, -1
COCCCNC(=O)COc1ccc(S(=O)(=O)Nc2ccccc2)cc1
 : 2, -3
O=C(c1cc(Cl)cc(Cl)c1)N1CCOCC1
 : 8, -6
Cc1ccccc1NC(=O)c1ccc(CN2CCC(Cc3ccccc3)CC2)cc1
 : 8, /
COC(=O)C(C)NC(=O)C12CC3CC(CC(C3)C1)C2 (centres undefined)
 : 2, -1
COCCn1c(C)cc(C2=NNC(=Nc3ccc(OC)cc3)SC2)c1C
 : 11, /
CCC(C)NC(=O)CNS(=O)(=O)c1ccc(C)cc1 (centres undefined)
 : -16, /
CCOC(=O)Oc1ccc2c(=O)c(Oc3cccc(C)c3)coc2c1
 : 8, /
CNCC1(c2ccccc2)CCCC1
 : 3, /
Cc1ccc(N(C(=O)Cn2nnc3ccccc32)C(C(=O)NC2CCCCC2)c2cn(C)nc2C)cc1 (centres undefined)
 : -7, 9
CCCN1C2CCCC1CC(NC(=O)c1cc(OC)c(OC)c(OC)c1)C2 (centres undefined)
 : -9, 1
CSc1c(C#N)c(N)c(C#N)c2c1COC(C)(C)C2
 : 21, -2
C/C(=N\S(=O)(=O)c1ccc(C)cc1)N1CCN(S(=O)(=O)c2ccccc2)C1C(C)C (centres undefined)
 : -10, /
Cc1ccccc1NS(=O)(=O)c1cc(C(=O)NCc2ccco2)ccc1C
 : -6, -34
CCOC(=O)CN1CC23C=CC(O2)C(C(=O)Nc2ccc(C(C)=O)cc2)C3C1=O (centres undefined)
 : 4, -7
Cc1cc(=O)[nH]c(SCC(=O)Nc2ccc(Br)cn2)n1
 : -3, 0
Cc1cccn2c(=O)c3cc(C(=O)NC(C)C)c(=N)n(Cc4ccncc4)c3nc12
 : /, -11
COc1cc(NC(=O)CN(c2cc(C)cc(C)c2)S(=O)(=O)c2c(C)noc2C)cc(OC)c1
 : 0, 1
COc1ccc(NC(=O)C2CCN(C(=O)NC3CCCCC3)CC2)c(OC)c1
 : -7, 2
N#Cc1sc2nc(-c3cccs3)cc(-c3ccccc3)c2c1N
 : -61, /
S=C(NCc1ccco1)Nc1cccc(Cl)c1
 : 2, /
Cc1cc(C(F)(F)F)n2nc(C(=O)O)c(Cl)c2n1
 : 19, -4
COc1ccccc1C(=O)Nc1ccc(N2CCCCC2)cc1
 : -8, /
COc1ccccc1NC(=O)CCCC(=O)OCC(F)(F)C(F)F
 : -9, /
CCOC(=O)CSc1nc(-c2ccccc2)nc2c1oc1ccccc12
 : -5, /
COc1cc2c(cc1NC(=O)COc1ccccc1OC)oc1ccccc12
 : 7, /
O=C(ON=C1CCN(S(=O)(=O)c2ccccc2)CC1)c1ccccc1
 : 0, /
CC(CC(=O)O)CC1=NS(=O)(=O)c2ccccc2N1 (centres undefined)
 : -10, -8
COc1ccc(C(=O)NCCc2nnc(SCC(=O)Nc3ccccc3)n2C)cc1
 : -15, 15

(further entries)
The line under a structure holds: RmlC RmlD mix, HIV RNase H inh
CCCCn1c(N)c(N(CCOC)C(=O)CSc2nc3ccc(C)cc3[nH]2)c(=O)[nH]c1=O
 : -4, 6
CC(=O)O[C@H]1CC[C@]2(C)[C@H]3CC=C4[C@@H]5[C@@H](C)[C@H](C)CC[C@]5(C(=O)O)CC[C@@]4(C)[C@]3(C)CC[C@H]2C1(C)C
 : 2, /
CCOC(=O)C(CC)Sc1nc2c(c(=O)[nH]c(=O)n2C)n1CCc1ccccc1 (centres undefined)
 : 6, 27
O=C(CC1Oc2ccccc2NC1=O)NCCCN1CCN(C2CCCCC2)CC1 (centres undefined)
 : -11, -4
O=C(O)COc1ccc(NC(=O)c2cccs2)cc1
 : 7, /
CCN(CC)c1ccc(N=Cc2c(O)n(-c3ccc(Cl)cc3)c(=O)[nH]c2=O)cc1
 : -8, /
O=C(CCSc1nnnn1-c1ccccc1)N1CCOCC1
 : 4, -14
